CHT allo act = CHT positive allosteric modulators, primary screen, cell-based, membrane potential dye, choline EC20. CHT-expressing cells; stronger effect = higher value; LV-AA mutant CHT in HEK293 cells. B-score at 10 µM. 0.49% of 310,000 active. AID 488977, 2010;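 active = initial fluorescence not abnormally high and integrated response B-score, plate-corrected, over 3 SD above library mean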
Target sequence (Q9GZV3 whole entry, looked up): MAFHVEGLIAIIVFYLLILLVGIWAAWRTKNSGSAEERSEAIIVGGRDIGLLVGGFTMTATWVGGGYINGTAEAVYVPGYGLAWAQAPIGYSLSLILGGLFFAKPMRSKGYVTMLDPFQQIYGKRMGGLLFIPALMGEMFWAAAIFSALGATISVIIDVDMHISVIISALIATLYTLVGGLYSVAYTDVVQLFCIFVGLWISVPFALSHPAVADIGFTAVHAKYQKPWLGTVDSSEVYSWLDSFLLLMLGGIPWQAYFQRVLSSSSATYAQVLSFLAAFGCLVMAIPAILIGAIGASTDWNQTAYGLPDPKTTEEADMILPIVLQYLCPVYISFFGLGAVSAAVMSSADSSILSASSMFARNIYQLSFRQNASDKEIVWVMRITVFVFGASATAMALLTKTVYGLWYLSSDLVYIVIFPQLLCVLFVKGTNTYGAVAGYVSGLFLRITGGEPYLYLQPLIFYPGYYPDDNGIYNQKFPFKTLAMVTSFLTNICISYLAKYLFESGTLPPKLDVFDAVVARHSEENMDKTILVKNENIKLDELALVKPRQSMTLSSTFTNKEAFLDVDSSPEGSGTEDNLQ
OX1R antag = OX1R (HCRTR1) antagonists, primary screen, fluorescence, CHO/OX1R cells, Fluo-8 calcium, orexin A; Fluo-8 calcium fluorescence; Orexin/Hypocretin receptor type 1 (Homo sapiens), O43613; AID 434989, 2010; 0.43% of 330,000 active; inhibition, % at 5 µM;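 active = inhibition above its plate's threshold, mean inhibition of all tested compounds on the plate plus 3 SD, cut at about 37% in these data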;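 also: 0% = orexin A challenge wells and 100% = SB-334867-A antagonist wells; not every result past the cut was called active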
Target sequence (O43613 whole entry, looked up): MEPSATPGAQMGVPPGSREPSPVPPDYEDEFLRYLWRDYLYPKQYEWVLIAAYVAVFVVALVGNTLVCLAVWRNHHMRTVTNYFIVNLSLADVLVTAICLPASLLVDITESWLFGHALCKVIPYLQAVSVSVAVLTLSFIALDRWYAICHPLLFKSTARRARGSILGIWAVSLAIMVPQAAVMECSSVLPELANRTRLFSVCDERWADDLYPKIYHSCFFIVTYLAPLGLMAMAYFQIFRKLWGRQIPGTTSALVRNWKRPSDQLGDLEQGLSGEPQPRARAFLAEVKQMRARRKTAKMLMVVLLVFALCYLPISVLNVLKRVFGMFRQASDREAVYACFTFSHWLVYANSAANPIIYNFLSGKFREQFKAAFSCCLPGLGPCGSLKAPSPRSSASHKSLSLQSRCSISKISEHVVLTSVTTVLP
* = called active by the depositor; i = inactive; x = no result given.

SMILES	CHT allo act	OX1R antag
COc1ccccc1NC(=O)NC1(C(=O)N2CCCCCC2)CCCCC1	i	-15
Cc1cc(OCCOCCN(C)CCO)cc(C)c1Cl	i	-9
CCOC(=O)/C(C#N)=C(\O)c1ccc(NC(=O)c2ccc([N+](=O)[O-])cc2)cc1	i	7
COC(=O)COc1cc(OCC(=O)OC)c2c(-c3ccccc3)cc(=O)oc2c1	i	-31
O=C(Nc1ccccc1Br)C1CC(=O)N(c2ccc3c4c(cccc24)CC3)C1 (configuration not stated)	i	-31
C/C(=N\NC(=O)CSCc1ccc(Cl)cc1)c1ccc(NC(=O)c2ccccc2)cc1	i	-24
O=C(O)c1cccc(COc2ccc3c(c2)CCC3)c1	i	7
COc1ccc2c(c1)-c1ccccc1S(=O)(=O)N2C	i	-18
O=C(NC(=S)Nc1ccccn1)c1cc(-c2ccccc2)nc2ccccc12	i	-17
c1nc(N2CCCCC2)c2[nH]cnc2n1	i	-3
O=S(=O)(Nc1ccccc1Cl)c1cccc2nsnc12	i	-8
CC(NC(=O)C1CCCN(S(=O)(=O)c2cccc3nonc23)C1)c1ccccc1 (configuration not stated)	i	-21
Cc1cc(OCc2nnc(SCC(=O)OC3CCCCC3)o2)ccc1Cl	i	1
COc1ccc(CCN(Cc2nc3ccccc3c(=O)[nH]2)C(=O)c2ccco2)cc1OC	i	-11
CC(C)C1C(C#N)=C(N)Oc2n[nH]c(-c3cccs3)c21 (configuration not stated)	i	-5
COc1ccc(C2NCCn3cccc32)cc1 (configuration not stated)	i	-19
CCC(NC(=O)c1cc(COc2cc(C)c(Cl)c(C)c2)on1)c1ccncc1 (configuration not stated)	i	42*
Cn1c(=O)c2c(SCC(=O)N3CCN(c4ccccc4)CC3)nc(C3CC3)nc2n(C)c1=O	i	-10
COc1ccc(-c2nnc(SCC(=O)NCC3CCCO3)n2C)cc1 (configuration not stated)	i	-12
CCc1ccc(C(=O)N2CCC(c3nc4ccccc4s3)CC2)cc1	i	-18
O=C(CC1(O)C(=O)Nc2ccccc21)c1ccc(-n2cccc2)cc1 (configuration not stated)	i	-6
COc1cc(/C=C(/NC(C)=O)C(=O)O)cc(Cl)c1OCc1ccc(Br)cc1	i	-13
CC(C)[C@H](NC(=O)c1ccccc1)C(=O)Nc1ccc2c(c1)OCO2	x	-8
Cc1cc(C)cc(OCC(=O)Nc2ccc(N3CCCCC3)cc2)c1	i	-15
O=C(CSc1n[nH]c(-c2ccccn2)n1)Nc1ccccc1	i	7
CC[C@]12c3[nH]c4cc(CCC(=O)N(C)C)ccc4c3CCN1C(=O)[C@@H](CC(=O)NCCCn1ccnc1)C[C@@H]2C(=O)N1CCN(C(=O)c2ccco2)CC1	x	-14
CCC(=O)N(Cc1cc2cc(OC)ccc2[nH]c1=O)c1cc(C)ccc1C	i	-30
COc1ccc(C(=O)Nn2c(SCC(=O)NCC3CCCO3)nc3ccccc3c2=O)cc1 (configuration not stated)	i	-29
Cc1nc(Cl)cc(N/N=C/c2ccc(O)cc2)n1	i	-3
CC(C)[C@H](NC(=O)c1ccccc1Cl)C(=O)OCc1cc([N+](=O)[O-])cc2c1OCOC2	i	-30
NC(=O)COC(=O)c1c2c(nc3ccccc13)CCCC2	i	-3
COc1ccc(CCNC(=O)C/C(C)=N/NC(=O)COc2ccc(C)cc2Br)cc1OC	i	-33
Cc1cccc(CSc2nnc(-c3cnccn3)n2C)c1	i	-19
O=c1c(=O)n(O)c2ccccc2n1O	i	1
COc1ccc(/C=C(/C(=O)Nc2ccccc2C(=O)N2CCCC2)c2ccccc2)cc1	i	-25
Cc1nn(C)c(C(=O)Nc2cccc(CN3CCOCC3)c2)c1Br	i	-22
Cc1nc(NC(=O)c2ccccc2)sc1C1(C)CC(c2ccccc2F)=NO1 (configuration not stated)	i	1
CC(=O)c1ccccc1NC(=O)c1ccc(OCc2c(C)noc2C)cc1	x	-28
O=C(c1cccc2ccccc12)n1nnc2ccccc21	i	-1
CC(C)C(=O)Nc1nnc(SCC(=O)NC2CC2)s1	i	-3
Cc1nc(NC(=O)c2cnccn2)ccc1Br	i	x
Cc1[nH]n(-c2nc(-c3ccc(Cl)cc3)cs2)c(=O)c1N=Nc1ccc(O)cc1	i	-23
Cn1ncc(C#N)c1NC(=O)c1nn2cccnc2c1Cl	i	-10
COC(=O)c1cc(Br)c(=O)n(-c2nccs2)c1	i	-7
COc1ccc(CNCCNC(=O)c2nonc2N)cc1OC	i	-6
O=C(O)c1ccc(Cn2nnc3sc4c(c3c2=O)CCCC4)cc1	i	-19
COc1cc(/C=C(\NC(=O)c2ccccc2)C(=O)NCC(=O)O)c([N+](=O)[O-])cc1OC	i	-14
CCc1ccc(/C=C2\SC(=S)N(CCC(=O)NCCCN3CCOCC3)C2=O)cc1	i	-25
CCCN1C(=O)c2cc(C(=O)Nc3ccc(OC)c(OC)c3)ccc2C1Nc1ccc(OC)c(OC)c1 (configuration not stated)	i	-34
Cc1ccnc(NS(=O)(=O)c2ccc(NC(=O)c3cc(-c4ccccc4)nc4ccccc34)cc2)n1	i	1
CC(C)(NO)/C(=N/O)c1ccc(Br)cc1	i	-23
Cc1ccc(NC(=O)C(C)SCC(=O)Nc2ccc(F)cc2)cc1S(=O)(=O)N1CCOCC1 (configuration not stated)	i	-29
Cc1ccc(CNC(=O)CSc2ccc(-c3ccccn3)nn2)cc1	i	-5
CCOC(=O)CCN1C(=O)c2ccccc2Sc2ncccc21	i	-23
Cc1ccnc(N2CCC(C(=O)NCc3ccc4c(c3)OCO4)CC2)n1	i	-13
COC(=O)C1CCN(C(=O)C2CCC(=O)N(CCCc3ccccc3)C2)CC1 (configuration not stated)	i	3
COc1ccc(C(=O)OCc2cc(=O)n3ccsc3n2)cc1F	x	-13
CCOC(=O)C1CCN(S(=O)(=O)c2ccc3c(c2)CC(=O)N3C)CC1	i	-23
COc1ccc(C)cc1NC(=O)C1CCN(S(=O)(=O)c2cccs2)CC1	i	-14
CC(C(=O)N1CCCCC1)N(C)CC(=O)Nc1cccc(F)c1 (configuration not stated)	x	-25
(continued)
SMILES	CHT allo act	OX1R antag
CCOC(=O)c1oc2ccc(S(=O)(=O)N3CCOCC3)cc2c1C	i	-13
COCCn1c(SCC(=O)N2CCCC2)nnc1C(C)C	i	2
C[C@]1(C(=O)O)C=C[C@@H](Cc2ccccc2)N1C(=O)c1ccccc1	i	-15
COCCCn1c(SCC(=O)N2CCc3ccccc32)nnc1-c1ccco1	i	-32
C/C(Cc1ccccc1)=N\NC(=O)CNC(=O)c1cccc(Cl)c1	i	-12
O=C(NCCN1CCOCC1)c1cc2cc(Br)ccc2oc1=O	i	7
COCc1ccc(CN2CCCC(C(=O)Nc3ccccc3-c3ccc(OC)cc3)C2)o1 (configuration not stated)	i	-20
CCOC(=O)c1cn2c(C)cccc2n1	i	-17
CC(C)=C(NC(=O)c1ccco1)C(=O)NCCc1nc2ccccc2[nH]1	i	-20
COc1cc(OC)cc(C(=O)N[C@H](C(=O)Nc2c(C)n(C)n(-c3ccccc3)c2=O)C(C)C)c1	x	6
CC(O)CNC(=S)Nc1ccccc1 (configuration not stated)	i	-14
CC(=O)Nc1c(C)ccc(CNC(=O)COc2ccc(F)cc2)c1C	i	5
CC(C)(C)OC(=O)N1CCC2(CC1)Oc1ccc(F)cc1C(=O)C21CC(c2ccc(Cl)cc2)=NO1 (configuration not stated)	i	-26
Cc1nc(N2CCCC2)c2nnn(Cc3ccccc3Cl)c2n1	i	-22
COc1ccccc1NC(=O)c1ccc(CS(=O)(=O)c2ccc(C)cc2)cc1	i	-20
Cc1cc(NC(=O)CCN2CCN(C)CC2)ccc1Br	i	1
COc1ccc(N2C(=O)NC(NS(=O)(=O)c3ccccc3)(C(F)(F)F)C2=O)cc1 (configuration not stated)	i	-1
O=C(c1cc([N+](=O)[O-])ccc1N1CCOCC1)N1CCOCC1	i	2
COC(=O)c1cccc(C23CC4(C2)[C@H](CN(Cc2cccnc2)[C@@H]4c2ccccc2)C3c2ccc(Cl)nc2)c1 (some centres not stated)	i	-50
CCOc1ccc(NCc2nnc(SCC(=O)Nc3nc(-c4ccccc4)cs3)n2-c2ccccc2)cc1	i	-30

Molecules from the list above with an NH in an aromatic ring (8):
SMILES	CHT allo act	OX1R antag
c1nc(N2CCCCC2)c2[nH]cnc2n1	i	-3
COc1ccc(CCN(Cc2nc3ccccc3c(=O)[nH]2)C(=O)c2ccco2)cc1OC	i	-11
CC(C)C1C(C#N)=C(N)Oc2n[nH]c(-c3cccs3)c21 (configuration not stated)	i	-5
O=C(CSc1n[nH]c(-c2ccccn2)n1)Nc1ccccc1	i	7
CC[C@]12c3[nH]c4cc(CCC(=O)N(C)C)ccc4c3CCN1C(=O)[C@@H](CC(=O)NCCCn1ccnc1)C[C@@H]2C(=O)N1CCN(C(=O)c2ccco2)CC1	x	-14
CCC(=O)N(Cc1cc2cc(OC)ccc2[nH]c1=O)c1cc(C)ccc1C	i	-30
Cc1[nH]n(-c2nc(-c3ccc(Cl)cc3)cs2)c(=O)c1N=Nc1ccc(O)cc1	i	-23
CC(C)=C(NC(=O)c1ccco1)C(=O)NCCc1nc2ccccc2[nH]1	i	-20

Remaining list, next part.
SMILES	CHT allo act	OX1R antag
COc1ccc(S(=O)(=O)N2CCOCC2)cc1C(=O)Nc1cc(C)on1	i	-28
CSc1ccc(-c2cc(=O)c3ccccc3o2)cc1	i	38
COc1ccccc1CNC(=O)CNCC1CCCO1 (configuration not stated)	i	-11
Fc1cccc(C2CCCCN2Cc2nc(C3CC3)no2)c1 (configuration not stated)	i	-20
Cc1ccc(CNS(=O)(=O)c2ccc3c(c2)OCCO3)cc1	i	-8
O=C(C1CCCCC1)N1CCN(C(=O)C2CCCCC2)CC1	i	-15
O=C(CSc1ccc(-c2ccncc2)nn1)N1CCN(c2ccccc2)CC1	i	-11
CC(C)(O)c1[nH]c2cc(C(F)(F)F)ccc2c1C(C)(C)O	i	-1
Cc1ccc(C)c(OCC(=O)N/N=C/c2ccsc2)c1	i	-1
Cc1cc(CNC(=O)Cn2nc(C)c([N+](=O)[O-])c2C)c2ccccc2n1	i	-17
O=S(=O)(Nc1cccnc1Cl)c1ccc(-c2ccccc2)cc1	i	-10
CCN1CCN(C(=O)Nc2cc(Cl)ccc2OC)CC1	i	-15
Cc1ccc(S(=O)(=O)Nc2ccc3nc(C)sc3c2)c(C)c1	x	23
COc1cc(/C=C2\CCc3ccccc3C2=O)cc(OC)c1OC	i	-37
NC(=O)c1nnn(-c2nonc2N)c1-c1ccc([N+](=O)[O-])cc1	i	-17
O=C1/C(=C/c2cccnc2)CCc2c1[nH]c1ccccc21	i	-17
O=C(NC(=S)Nc1ccc(Cl)c(C(=O)O)c1)c1cccc(COc2ccccc2)c1	i	-9
COC(=O)c1ccccc1NC(=O)Cn1c(=O)oc2ccc(Cl)cc21	i	-24
O=C1C2CCC(C(O)C2)N1Cc1ccccc1 (configuration not stated)	i	-17
COC(=O)/C=C\C(=O)Nc1cccc([N+](=O)[O-])c1	i	9

Shown field by field: 4 of the compounds above.
> COc1cc(/C=C2\CCc3ccccc3C2=O)cc(OC)c1OC
  CHT allo act: i; OX1R antag: -37
> NC(=O)c1nnn(-c2nonc2N)c1-c1ccc([N+](=O)[O-])cc1
  CHT allo act: i; OX1R antag: -17
> O=C1/C(=C/c2cccnc2)CCc2c1[nH]c1ccccc21
  CHT allo act: i; OX1R antag: -17
> O=C(NC(=S)Nc1ccc(Cl)c(C(=O)O)c1)c1cccc(COc2ccccc2)c1
  CHT allo act: i; OX1R antag: -9

Continuation:
SMILES	CHT allo act	OX1R antag
COc1ccc(-c2nsc(SCC(=O)Nc3cc(C)on3)n2)cc1	i	-42
Cc1ccc(OCCC(=O)Nc2ccc3c(c2)OCCCO3)cc1	x	-11
C/C(=N/NC(=O)CNC(=O)c1cccnc1)c1cccc([N+](=O)[O-])c1	i	3
COC(=O)c1cc(NC(=O)CSc2nc(C)cc(=O)[nH]2)cc(C(=O)OC)c1	i	0
COc1ccccc1N1CCN(C2CCN(C(=O)c3cccc(F)c3)CC2)CC1	i	-15
O=C(COC(=O)/C=C/c1cccc(F)c1)NC(=O)NC1CCCC1	x	-2
O=C(N/N=C/c1cccs1)/C(=C/c1ccccc1)NC(=O)c1ccccc1	i	10
CCN(CC)C(=O)Cn1c(=O)c2ccccc2n2c(=S)sc(-c3cccc(C)c3)c12	i	-12
N#Cc1nc(-c2ccco2)oc1N1CCN(c2cccc(Cl)c2)CC1	i	-26
CC1=CC(C)(C)N(C(=O)CSc2ncn[nH]2)c2ccc(C)cc21	i	-11
Cc1cccc(N(C)C(=O)CCS(=O)(=O)c2cccc3nonc23)c1	i	-16
O=S1(=O)[C@H]2CC3O[C@]2(C[C@@H]3c2ccc(F)cc2)CN1Cc1ccc(Cl)cc1	i	-26
CCN(CCn1cccn1)Cc1nc(Cc2cccc(F)c2)no1	i	-18
CCCCN(CCCNC(=O)C1CCN(C(=O)c2cc3sccc3n2C)CC1)Cc1ccccc1	10*	-45
NC(=O)c1nn(CC(=O)Nc2cccc(S(=O)(=O)N3CCCCCC3)c2)c(=O)c2ccccc12	x	-13
O=C(/C=C/c1ccc[nH]1)c1ccccc1	i	-17
COc1ccc(C(c2nnnn2C(C)(C)C)N2CCN(C)CC2)cc1OC (configuration not stated)	i	-9
COc1ccc(OCc2cc(C(=O)N(C)CCC3CCOCC3)no2)c(Cl)c1	i	-20
Cc1nc2ccccc2c(=O)n1/N=C/c1ccc(O)c(O)c1O	i	2
CC(=C/c1ccccc1)/C=N/n1c(-c2ccncc2)n[nH]c1=S	i	-34
CCN1C(=O)N/C(=C/c2ccc(Sc3ccc(C)cc3)o2)C1=O	i	61*
Cc1ccsc1C(=O)N1CCCC(N(C)Cc2ccccc2)C1 (configuration not stated)	i	38
O=C1OCC(CO)(CO)N=C1NNc1cc(Cl)ccc1Cl	i	12
CCCCCCSC1=C(C#N)C(=O)NC2(CCCCC2)S1	i	-6
CCC1Oc2ccccc2N(CC(=O)NC2CCCCC2)C1=O (configuration not stated)	i	-21
COc1cccc(NC(=O)C2CCCO2)c1 (configuration not stated)	i	-12

Source: PubChem BioAssay

No enrichment for hits (roughly 0.83% active in at least one column).
